Runt-CBFb FRET: Runt domain-CBFb interaction inhibition; actives 0.46% (n = 220,000); Cerulean-Runt/Venus-CBFb FRET ratio 530/480, 1 h; inhibition, % at 20 µM; Q01196+Q13951;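 active means inhibition over about 50% at 20 µM in the single-dose screen, limit read from the data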;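 further: 0% = DMSO wells and 100% = excess unlabeled CBFb competitor control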
Target sequence (Q01196 whole entry, looked up, the tested form may be a part): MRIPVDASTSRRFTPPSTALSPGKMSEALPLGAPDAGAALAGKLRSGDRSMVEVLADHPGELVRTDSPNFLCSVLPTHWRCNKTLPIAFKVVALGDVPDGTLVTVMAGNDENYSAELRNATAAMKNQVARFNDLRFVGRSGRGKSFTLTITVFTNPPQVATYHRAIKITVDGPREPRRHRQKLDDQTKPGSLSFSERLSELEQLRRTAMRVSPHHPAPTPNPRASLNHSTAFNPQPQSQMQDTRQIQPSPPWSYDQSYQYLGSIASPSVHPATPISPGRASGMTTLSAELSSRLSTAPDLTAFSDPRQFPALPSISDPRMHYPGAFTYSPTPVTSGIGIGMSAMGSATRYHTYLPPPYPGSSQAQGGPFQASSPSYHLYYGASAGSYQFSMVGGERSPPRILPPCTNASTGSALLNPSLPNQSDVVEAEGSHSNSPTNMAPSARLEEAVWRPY
Target sequence (Q13951 whole entry, looked up, the tested form may be a part): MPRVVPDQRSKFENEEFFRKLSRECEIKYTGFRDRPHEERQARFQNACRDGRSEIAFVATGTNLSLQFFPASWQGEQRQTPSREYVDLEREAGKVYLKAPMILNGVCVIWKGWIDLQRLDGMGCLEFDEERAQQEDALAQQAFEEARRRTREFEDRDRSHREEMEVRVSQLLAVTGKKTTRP
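System: Cerulean-labeled Runt domain protein | Quantity: 100 nM of each labeled protein | Schedule: 1 h compound exposure, room temperature | Detection: Fluorescence energy transfer, 422 nm excitation, 530/480 nm emission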
TNF necrop inh: TNF-alpha cell death inhibition in Jurkat FADD-/- cells | AID 463075 | activation (protection from cell death), % at 10 µM | Jurkat FADD-/- TNF necroptosis rescue, ATP luminescence, 24 h; 0 = TNF only, 100 = no-TNF cells | actives 0.068% (n = 220,000);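 active means activation, meaning protection from cell death, of at least 50% relative to plate controls; inactive means activation below 50%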;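 further: necroptosis triggered by 40 ng/mL TNF-alpha added together with compound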
RBBP9 inhibitor: human RBBP9 hydrolase inhibition | O75884 | inhibition, % at 7.94 µM | actives 0.2% (n = 220,000) | recombinant RBBP9, FP-Rh probe fluorescence polarization | AID 1515;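 active means inhibition above the campaign mean of all tested compounds plus 3 SD, cut at about 14% in these data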;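 further: plate controls were DMSO wells with RBBP9 for no effect and wells lacking RBBP9 protein for full effect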
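Test system: recombinant human RBBP9; Timing: 30 min then 45 min, 25 °C; Detection: fluorescence polarization; Control set: RBBP9 with DMSO as uninhibited control, no-protein wells as full inhibition; Compound dosing: one concentration, 7.94 µM nominal, 0.794% DMSO; Probe or stimulus: FP-Rh activity-based probe, 375 nM before mixing.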
zVAD death inh: L929 zVAD cell death inhibition; viability rescue, % at 10 µM; actives 0.38% (n = 220,000); L929 zVAD necroptosis rescue, ATP luminescence, 24 h; with zVAD 60 µM; AID 1377;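 active means activation, scaled between plate controls, above about 75%, limit read from the data; inactive means activation under that limit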;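 further: 0% = zVAD with DMSO and 100% = DMSO alone without zVAD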
Runt-SMMHC FRET: blocks binding of human RUNX1 Runt domain to CBFb-SMMHC; Cerulean-Runt/Venus-CBFb-SMMHC FRET ratio 530/480, 1 h; inhibition, % at 20 µM; actives 0.74% (n = 220,000);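 active means mean inhibition across duplicate retests at 20 µM reaching about 50%, limit read from the data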;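 further: 0% = DMSO wells and 100% = wells with excess untagged CBFb-SMMHC; inhibitors lower the FRET ratio by blocking Runt binding to CBFb-SMMHC; some results filed as inactive read as strong as hits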
Hck Nef HTS: inhibitors of human Hck kinase activated by Nef; inhibition, % at 20 µM; actives 0.68% (n = 220,000); P08631; Recombinant Hck-YEEI plus Nef, Z-Lyte FRET kinase assay; AID 463187;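 active means Hck-Nef kinase inhibition above about 50%, limit read from the data; inactive means inhibition below that limit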;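 further: 0% = DMSO with Hck plus Nef and 100% = Hck alone without Nef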
PERK inh: inhibitors of human PERK kinase; Q9NZJ5; CHO PERK-DD fusion, SEAP luminescence translation reporter; inhibition, % at 5.6 µM; actives 0.17% (n = 220,000);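 active means inhibition above the mean inhibition of all tested compounds plus 3 SD, set separately per screening campaign, cut at about 2.9% in these data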;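 further: PERK kinase domain activated by AP20187 dimerizer at 100 nM; 0% = DMSO with dimerizer and 100% = rapamycin at 8.4 µM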
EP2 modulator: modulates human prostaglandin E2 receptor EP2 signaling; P43116; EP2-expressing cells, cAMP HTRF FRET, PGE2 co-stimulation; induction, % at 25 µM; actives 0.83% (n = 260,000); AID 940;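 active means compounds whose cAMP rise, as percent of the full-agonist control response, exceeds 60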;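 further: rat C6 glioma line stably carrying human EP2 under a CMV promoter; the protocol text gives 20 µM as final concentration; 100% = response of wells given 1 µM PGE2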
Target sequence (P43116 whole entry, looked up): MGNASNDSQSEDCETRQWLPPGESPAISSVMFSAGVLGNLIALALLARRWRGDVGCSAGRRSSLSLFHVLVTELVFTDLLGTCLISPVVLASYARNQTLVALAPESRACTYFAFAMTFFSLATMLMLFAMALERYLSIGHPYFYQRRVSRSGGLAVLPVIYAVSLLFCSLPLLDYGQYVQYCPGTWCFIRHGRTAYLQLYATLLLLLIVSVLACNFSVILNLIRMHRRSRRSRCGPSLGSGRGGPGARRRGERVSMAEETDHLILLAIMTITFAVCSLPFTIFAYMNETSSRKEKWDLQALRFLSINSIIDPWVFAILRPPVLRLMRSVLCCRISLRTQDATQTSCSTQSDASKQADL
EP2 antag: EP2 receptor (human) inhibition; P43116; C6 glioma cells expressing human EP2, cAMP TR-FRET; cells stimulated with saturating PGE2; inhibition, % at 25 µM; actives 0.52% (n = 260,000); AID 1422;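 active means percent inhibition above 40 after rounding to a whole number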;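 further: rat C6 glioma host cells with rolipram phosphodiesterase inhibitor present; the protocol text gives 20 µM as final concentration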
Starred values were filed as active, the others as inactive; / = no result given; & = joins results of further samples. An excerpt, so the mix of outcomes need not match the whole.

SMILES	Runt-CBFb FRET	TNF necrop inh	RBBP9 inhibitor	zVAD death inh	Runt-SMMHC FRET	Hck Nef HTS	PERK inh	EP2 modulator	EP2 antag
CSc1ccc(-c2c(C#N)c(N)nc3c2CCCC3)cc1	5	-0.9	-6	1.2	13	3	1.4	37	6
COCCNC(=O)C(OC(=O)c1cccs1)c1ccccc1 (stereo unspecified)	1	-1.7	-9	-0.4	1	1	0.0	31&2	1&6
C/C(CC(=O)Nc1ccc2c(c1)OCO2)=N\NC(=O)OC(C)(C)C	1	-0.1	-5	1.1	3	24	1.1	28	0
OCC(O)CN1CCCC1 (stereo unspecified)	2	1.2	0	-0.6	1	5	2.1	-11	10
O=C(c1ccc(F)cc1)N1CCC(n2nnc3ccccc32)CC1	1	0.9	2	1.8	2	18	-0.2	-6	15
CSCC[C@H](NC(=O)C(C)Oc1ccc(Cl)cc1)c1nc2ccccc2[nH]1 (stereo partly specified)	-1	0.3	-11	0.3	3	-3	-0.7	-28	3
O=C(CN1CCOc2ccccc21)NCc1ccco1	4	-0.2	2	0.1	-1	2	0.0	0	9
CCn1c(SCc2nc(-c3cccs3)no2)nnc1-c1c[nH]c2ccccc12	0	-1.9	-3	0.2	-2	0	-0.3	8	7
CC(CCc1ccccc1)NC(=O)N1CCOCC1 (stereo unspecified)	-1	0.8	3	0.1	4	1	0.6	16	9
COc1cccc(C2C3=C(CC(C)(C)CC3=O)Nc3cc4c(cc32)OCO4)c1 (stereo unspecified)	1	-3.0	0	0.2	-2	3	0.1	34	8
O=C(CSc1nc2ccc(Nc3nc(N4CCOCC4)nc(N4CCOCC4)n3)cc2s1)NCc1ccco1	-2	5.2	-6	10	-1	31	-0.9	-63	6
COc1ccc(OC)c(S(=O)(=O)Nc2ccccc2C(=O)O)c1	-1	-0.5	-1	0.3	5	0	0.5	-25	6
COc1ccc(/C=N/n2c(-c3cc(C)[nH]n3)n[nH]c2=S)cc1	16	-1.3	-9	0.5	11	-149	-0.3	6	8
Cc1cc(C)nc(Nc2ncc(O)n2-c2ccc(Br)cc2)n1	0	-1.3	3	-1.1	6	0	0.1	-31	8
CC1(C)NC(=O)N(CC(=O)Nc2nc(-c3ccc(F)cc3)cs2)C1=O	0	-1.4	-12	-0.3	-1	8	0.2	0	/
C=CCn1c(SCC(=O)c2c(N)n(C)c(=O)n(C)c2=O)nnc1-c1ccncc1	-1	-0.9	-10	3.6	1	22	0.8	20	2
Cc1nn(CC(=O)N/N=C/c2ccc(F)cc2)c(C)c1[N+](=O)[O-]	1	1.7	-1	0.0	2	24	-1.1	-12	6
COc1nc(OCC#N)nc(N(C)C)n1	4	-1.2	-5	-0.1	1	-1	0.3	14	10
NS(=O)(=O)c1ccc(NC(=O)COC(=O)Cc2ccc(Cl)cc2)cc1	-2	4.3	-5	1.2	-3	-7	1.4	-28	5
O=C1CN(C(=O)C2CC2)c2ccccc2N1	-2	-0.4	0	-0.1	-2	1	-0.1	16	13

Exported field by field: entries from further up.
CC1(C)NC(=O)N(CC(=O)Nc2nc(-c3ccc(F)cc3)cs2)C1=O
  Runt-CBFb FRET = 0; TNF necrop inh = -1.4; RBBP9 inhibitor = -12; zVAD death inh = -0.3; Runt-SMMHC FRET = -1; Hck Nef HTS = 8; PERK inh = 0.2; EP2 modulator = 0; EP2 antag = /

O=C(CSc1nc2ccc(Nc3nc(N4CCOCC4)nc(N4CCOCC4)n3)cc2s1)NCc1ccco1
  Runt-CBFb FRET = -2; TNF necrop inh = 5.2; RBBP9 inhibitor = -6; zVAD death inh = 10; Runt-SMMHC FRET = -1; Hck Nef HTS = 31; PERK inh = -0.9; EP2 modulator = -63; EP2 antag = 6

Carrying on:
SMILES	Runt-CBFb FRET	TNF necrop inh	RBBP9 inhibitor	zVAD death inh	Runt-SMMHC FRET	Hck Nef HTS	PERK inh	EP2 modulator	EP2 antag
COc1ccc(OCCCN2CCCCCC2)cc1	3	0.0	-10	-0.7	4	3	0.0	20	9
CCCCN(CCCC)Cc1cc2ccccc2c2c1COC2	-1	0.5	-1	0.4	-7	-2	0.5	46	14
CN(C1=NC(=O)C(CC(=O)O)S1)c1ccc(O)cc1 (stereo unspecified)	2	0.8	-4	0.4	3	16	0.2	19	6
O=C(/C=C/c1ccco1)NCC1CCCO1 (stereo unspecified)	-1	-3.2	-8	0.8	-6	1	2.1	2	/
Cc1nc(N2CCC(C(N)=O)CC2)c2c(-c3cccs3)csc2n1	0	-0.4	3	4.0	0	28	-1.1	-16	6
Cn1nc(C(F)(F)F)c(-c2ccc(Br)cc2)c1NC(=O)c1cccnc1	0	3.9	1	0.6	-2	0	-0.1	-1	8
CCOC(=O)c1c(CN(CC)CC)n(C)c2cc(Br)c(O)cc12	1	2.0	-8	-0.3	1	16	0.3	42	12
COc1ccc(N2CCN(C(=O)CN(c3ccccc3)S(C)(=O)=O)CC2)cc1	-3	1.6	1	-0.3	-6	0	0.3	8	1
C=CCSC1=NC(N)=C(C#N)C2(CCCCC2)C1C(N)=O (stereo unspecified)	0	-1.2	-1	1.4	0	-10	0.3	17	11
CCOC(=O)c1c(N)sc(C(=O)N2CCCCC2)c1C	-3	0.7	-5	-0.3	4	7	0.2	21	15
CNc1cncc(C(=O)O)c1	2	-0.7	-1	1.8	-19	21	-0.1	-5	4
CCN(CC)CCCNC(=O)CSc1c2c(nc3cc(Cl)ccc13)CCCC2	0	0.9	-3	9.4	0	23	0.8	-26	12
O=C(Nc1cccc(Cl)c1)c1cccc(Oc2ccc([N+](=O)[O-])cc2Cl)c1	2	1.1	-40	3.8	2	3	0.0	-37	12
O=C(NCCNc1ccc([N+](=O)[O-])cc1)c1ccc(Cl)cc1	0	2.3	9	1.1	-6	-18	1.1	-70	8
O=C(OCC(=O)N(C1CCCCC1)C1CCCCC1)c1ccco1	1	0.5	-7	0.8	2	3	0.3	38	10
CCCn1c(Cc2ccccc2)n[nH]c1=S	-2	-0.9	-1	0.0	8	1	-1.0	38	19
C/C(=N\NS(=O)(=O)c1ccc(Cl)cc1)c1ccc(NC(=O)c2ccco2)cc1	-1	1.1	-12	0.5	-1	0	-0.6	-23	6
CC1CN(CCOc2ccccc2-c2ccccc2)CC(C)O1 (stereo unspecified)	-2	0.5	1	/	-2	6	0.4	49	6
O=c1c2ccccc2cnn1Cc1n[nH]c(=S)n1-c1cc(Cl)cc(Cl)c1	6	0.7	1	1.1	8	5	-0.2	8	5
Cc1ccc2ccc(C3C(=O)c4ccccc4C3=O)nc2c1	/	-2.8	4	0.1	/	2	0.8	/	23
COc1ccc(C(NC(=O)C(C)(C)C)NC(=O)C(C)(C)C)cc1	0	-0.9	-2	-0.1	3	1	-0.4	12	23
Cc1cc(C(=O)CCl)c(C)n1CC1COc2ccccc2O1 (stereo unspecified)	0	-7.9	-4	0.2	-2	28	0.7	-67	5
CCCC(O)(CCC)C(=O)NN(C(=O)CCl)c1ccccc1	1	16	-4	0.2	4	1	0.8	12	8
Cc1cccc(/C=C2\Oc3cc(OS(C)(=O)=O)ccc3C2=O)c1	-13	3.5	-8	0.5	-19	2	0.5	3	11
Cn1c(SCc2nnc(-c3ccccc3Br)o2)nc2sc3c(c2c1=O)CCC3	-1	0.2	-9	0.1	-10	-2	-1.6	-35	10
CN(C)C(=O)c1noc2cc([N+](=O)[O-])ccc12	0	-1.8	3	0.9	-1	0	2.8	4	5
COc1ccc(C2/C(=C(/O)c3ccccc3)C(=O)C(=O)N2CO)cc1 (stereo unspecified)	1	-3.3	-1	-0.2	-1	1	0.8	25	7
Cc1ccc(NC(=O)CCNS(=O)(=O)c2cc(Br)cnc2N)cc1Cl	1	3.5	-9	/	0	2	-1.0	-35	6
CC(NCCO)C(=O)C12CC3CC(CC(C3)C1)C2 (stereo unspecified)	-1	0.5	-4	-0.2	-1	5	1.6	-3	4
O=Cc1ccc(Sc2nnc(-c3ccccc3)o2)c([N+](=O)[O-])c1	6	2.5	-11	-0.3	2	-8	0.3	28	13
N=C(N)Cc1ccccc1Sc1ccccc1	-3	0.9	-5	-0.1	2	3	1.1	14	10
CN(C)c1ccc(CNn2cnnc2)cc1	0	0.3	-8	0.0	4	-9	-0.1	23	7
CN(CCOC(=O)CN1C(=O)c2ccccc2C1=O)C1=NS(=O)(=O)c2ccccc21	-1	0.3	-1	3.1	0	3	0.5	20	5
Cc1onc(C(=O)/C=C/N(C)C)c1C(=O)Nc1nccs1	/	-2.0	-8	-0.3	-5	-1	0.1	/	5
Cc1c(Cl)cnc(NC(=O)CSc2nnc(C)n2Cc2ccccc2)c1Cl	0	0.5	-1	-0.2	2	-2	-1.0	9	22
Cn1c(=NC(=O)c2cnccn2)sc2ccccc21	-4	-13	-6	0.1	-4	-1	0.1	-6	11
Cc1ccc(S(=O)(=O)N2CCOCC2)cc1C(=O)Nc1ccc(-c2cn3ccsc3n2)cc1	1	-13	-3	15	-4	-5	-0.3	-44	22
CCOC(=O)c1c(C)sc2c1N(C(=O)CN1CCOCC1)c1cc(Cl)ccc1S2	3	-0.7	-8	-1.0	1	-20	-2.1	10	11
Cc1cc(C)c([N+](=O)[O-])cc1-c1ccc(/C=N/NC(=O)c2nonc2N)o1	-4	-2.9	-13	-0.2	-34	4	-1.1	-31	26
CC(=O)c1ccc(NC(=O)CSc2nnc(Cn3cnc4ccccc43)o2)cc1	-2	0.5	-1	1.4	-3	17	1.0	-19	5
CN(C)c1ccc(/C=N/NC(=O)C(O)(c2ccccc2)c2ccccc2)o1	1	-2.1	-14	-0.4	-12	-2	0.4	-2	9
Cc1ccc(C)c(NC(=S)/C(=C(\[O-])c2ccc(OC(F)F)cc2)[n+]2ccccc2)c1	6	-1.1	-1	0.9	2	2	1.2	3	8
Cc1ccc(S(=O)(=O)Nc2ccc(N3CCCCC3)cc2)cc1	2	1.5	5	1.8	4	28	0.5	-9	8
Cc1nnc(-c2cnn(C)c2N)n1CCCN(C)C	-1	0.0	-2	-0.7	-1	1	1.6	-29	10
CC1c2[nH]c3ccccc3c2CCN1C(=O)Nc1ccccc1 (stereo unspecified)	-1	-3.1	2	0.7	-2	1	-1.4	-51	18
Cc1sc2ncnc(SCC(=O)NC(=O)c3cccn3C)c2c1C	-2	0.9	-11	0.4	1	-29	-0.9	-18	9
COc1ccc(NC(=O)Nc2ccc(Cc3ccncc3)cc2)c(OC)c1	-4	1.0	-2	/	-2	3	-0.7	3	9
COc1ccccc1-c1cc(C(F)(F)F)nc(N2CCN(c3ccccc3)CC2)n1	-1	1.3	-10	0.1	-2	-1	-0.1	35	11
COc1ccc(N(C)S(=O)(=O)c2cccc(C(=O)Nc3ccc4c(c3)OCCO4)c2)cc1	-1	-4.9	-4	2.3	2	20	-0.4	-73	7
O=C1N(S(=O)(=O)c2ccccc2F)C(=O)C2(CCCC2)N1S(=O)(=O)c1ccccc1F	-2	-0.1	-5	1.8	0	4	-0.5	11	10
CCOc1ccccc1C(=O)NCc1ccc2c(c1)OCO2	-2	-0.2	-4	0.0	2	2	-0.1	3	16

Source: PubChem BioAssay
